S-ASM inh: human S-ASM enzyme inhibition | placental ASM, HMU-PC fluorogenic substrate, 60 min | P17405 | Potency, µM (titrated, usually from 57.5 µM), without a hit: at the highest dose activity change, negative = inhibition, hits mostly inhibitors | AID 504937 | 0.006% of 340,000 active; further: potency means the concentration at half of the fitted maximal effect
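Fluorogenic HMU-PC substrate (9 uM final) is turned over by placental ASM in 60 min at 37 C after a 10 min compound preincubation. Reaction ended by alkaline stop (pH 10), with fluorescence read at 386/447 nm.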
uPA generation: inhibitors of cell surface uPA generation | cell surface uPA generation assay, qHTS | 0.31% of 330,000 active | Potency, µM (titrated, usually from 38.3 µM), for inactives: top-dose activity change, negative = inhibition, most hits filed as inhibitors | AID 540303; active means well fitted inhibition curve with a large enough effect; inconclusive means small, poorly fitted or top-dose-only effect; inactive means no such curve, though single readings can be large or run the other way; tested in mouse RAW 264.7 cells; further: potency means the concentration at half of the fitted maximal effect; on the % scale 0 is the no-effect control and ±100 the full control effect; nearly all actives have a fitted effect of over 55% in size
ELG1 genotox: induces genotoxicity in HEK293T cells with luciferase-tagged ELG1. HEK293T ELG1-luciferase reporter, luminescence, 16 h. Potency, µM (top dose mostly 46 µM), for the others: at the highest dose activity change, positive = activation, most hits filed as activators. 1.3% of 330,000 active; further: potency means the concentration at half of the fitted maximal effect; % of control where 0% means no effect; nearly all actives have a fitted effect of over 60% in size
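After overnight (16 hr) compound treatment at 37 °C, ELG1-luciferase HEK293T cells were lysed with ONE-Glo; luminescence quantified 30 min later at room temperature.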
p53 reactivation: re-activators of mutant p53. H1299 p53-A138V BP100-luciferase reporter, luminescence, 24 h. 0.063% of 320,000 active. Potency, µM (top dose mostly 92.2 µM), inactives show at the top dose activity change, positive = activation, hits mostly activators; further: potency means the concentration at half of the fitted maximal effect; % of control where 0% means no effect; nearly all actives have a fitted effect of over 45% in size
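H1299 (p53-null), stable ts p53-A138V + BP100-Luc; 1000 cells/well, Opti-MEM/10% FBS; cpd 4 pt, 1:5; 24 h, 37 deg C, 5% CO2; detection reagent 10 min RT; luminescence.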
USP2a inh: inhibitors of human ubiquitin-specific protease USP2a | O75604 | USP2 core, Ub-CHOP2 coupled fluorogenic reporter, 485/531 | Potency, µM (doses to about 38.3 µM), for inactives: at the highest dose activity change, negative = inhibition, most hits filed as inhibitors | 0.01% of 330,000 active;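 further: potency means the concentration at half of the fitted maximal effect; plate controls were DMSO wells for no effect and full inhibition by NEM control for full effect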
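Deubiquitinase activity read as fluorescence (485/531 nm) after Ub-CHOP2 cleavage activates the enterokinase reporter on its substrate; USP2 core 10nM, Ub-CHOP2 and substrate 25nM each, 30min compound preincubation then 60min RT; data normalized to NEM, curves fitted.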
B2AR arrestin: beta2AR (human) beta-arrestin recruitment activity | 0.02% of 330,000 active | AID 492947 | Potency, µM (highest dose often 46.1 µM), without a hit: at the highest dose activation, actives largely listed as activators | beta-arrestin recruitment to beta2AR, cell-based reporter;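 further: potency means the concentration at half of the fitted maximal effect; 0% = DMSO controls and full agonism = EC100 isoproterenol or metaproterenol; nearly all actives have a fitted effect of over 65% in size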
BRCA1 expr act: increases BRCA1 expression | Potency, µM (top dose mostly 46.1 µM), for the others: at the highest dose activation, actives largely listed as activators | AID 624202 | MCF7-BRCA1-FFLuc reporter, luminescence, 48 h; response scale: scaled: vehicle 0%, 10 µM genistein 100% | 1.1% of 380,000 active; further: potency means the concentration at half of the fitted maximal effect; nearly all actives have a fitted effect of over 80% in size; some results filed as inactive show a strong effect at the top dose
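MCF7 cells carrying a BRCA1-firefly luciferase reporter (2000 cells/well, phenol-red free MEM) were attached for 2 h at 37 °C, then given compounds for 48 h. Luminescence was read 15 min after luciferase reagent; activity normalized to genistein (10 microM) and DMSO.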
PTAP TSG101 blk: blocks PTAP/TSG101 interaction to inhibit HIV-1 budding; Q99816; Fluorescence polarization, FITC-PTAP peptide / Tsg101 binding; Potency, µM (highest dose often 115 µM), inactives show at the top dose activity change, negative = inhibition, most hits filed as inhibitors; 340,000 tested, under 10 active; active means well fitted inhibition curve with a large enough effect in the main read-out, with a control signal flat, not every such curve was filed as active; inconclusive means small, poorly fitted or top-dose-only effect, or effect the other way, or a change in a side signal; inactive means no such curve, though single readings can be large or run the other way; further: potency means the concentration at half of the fitted maximal effect; % of control where 0% means no effect
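Fluorescence anisotropy tracks displacement of a FITC-tagged PTAP peptide (50 nM) from the Tsg101 binding domain (10 uM), following a 20 min room-temperature incubation at pH 7.5.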
Eya2 inh: Eya2 (human) phosphatase inhibition. O00167. recombinant Eya2, OMFP fluorescence dephosphorylation (OMFP is methylfluorescein phosphate). Potency, µM (highest dose often 76.9 µM), without a hit: at the top dose activity, negative = inhibition, usual class: inhibitors. 0.006% of 330,000 active; further: potency means the concentration at half of the fitted maximal effect; on the % scale 0 is the no-effect control and ±100 the full control effect
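Eya2 (0.2 uM) preincubated 10 min at ambient with compound, then OMFP substrate added at 50 uM; 10 min reaction in 50 mM HEPES pH 7.5, 50 mM NaCl, 5 uM MgCl2, 0.05% BSA, 1 mM DTT. Fluorescence read at Ex 485/Em 525 nm.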
a7 integrin act: integrin-mediated muscular dystrophy alleviation activation. alpha7betagal myoblasts, beta-gal FDG fluorescence, 48 h. Potency, µM (doses to about 38.3 µM), for the others: at the highest dose activation, hits mostly activators. 0.064% of 350,000 active;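 further: potency means the concentration at half of the fitted maximal effect; 100% = response of the positive control SU9516; nearly all actives have a fitted effect of over 60% in size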
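alpha7betagal+/- myoblasts (passage 13, 250/well) treated 48 h at 37C with compounds at 1:260 dilution of DMSO stock. Lysed, then beta-galactosidase activity read as FDG fluorescence (ex 480/em 540) after 30 min, with pre-read for autofluorescence.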
TRPV1 agonist: activates the human vanilloid receptor TRPV1; Q8NER1; TRPV1-expressing cells, Fluo-8 calcium influx, agonist mode; activation, % at 8.33 µM; 0.19% of 320,000 active; in the data active means activation above about 80%; inconclusive means between about 30% and that limit; further: 0% is about no effect
Target sequence (Q8NER1 whole entry, looked up): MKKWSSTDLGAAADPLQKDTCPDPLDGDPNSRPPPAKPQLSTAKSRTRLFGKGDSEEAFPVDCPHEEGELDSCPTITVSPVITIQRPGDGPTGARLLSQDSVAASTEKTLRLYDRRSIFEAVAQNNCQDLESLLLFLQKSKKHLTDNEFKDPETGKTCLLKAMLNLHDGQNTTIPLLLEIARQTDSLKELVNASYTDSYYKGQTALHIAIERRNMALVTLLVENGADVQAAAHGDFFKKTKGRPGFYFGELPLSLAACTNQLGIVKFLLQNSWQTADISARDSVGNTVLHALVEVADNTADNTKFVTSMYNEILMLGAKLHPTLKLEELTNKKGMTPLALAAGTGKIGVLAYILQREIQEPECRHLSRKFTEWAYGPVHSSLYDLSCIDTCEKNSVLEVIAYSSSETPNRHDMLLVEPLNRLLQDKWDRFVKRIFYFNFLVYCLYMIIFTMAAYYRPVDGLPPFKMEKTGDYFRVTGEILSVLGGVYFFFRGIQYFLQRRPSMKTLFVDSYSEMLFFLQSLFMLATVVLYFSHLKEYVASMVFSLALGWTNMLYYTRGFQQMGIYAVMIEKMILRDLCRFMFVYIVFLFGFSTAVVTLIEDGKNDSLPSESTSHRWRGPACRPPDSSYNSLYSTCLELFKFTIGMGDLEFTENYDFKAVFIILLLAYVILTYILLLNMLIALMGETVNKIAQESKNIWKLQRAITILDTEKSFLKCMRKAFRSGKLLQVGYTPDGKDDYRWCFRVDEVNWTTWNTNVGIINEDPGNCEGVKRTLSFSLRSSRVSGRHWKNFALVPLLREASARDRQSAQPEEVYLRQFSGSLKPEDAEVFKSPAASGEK
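TRPV1-expressing cells were cultured overnight at 35.5C and loaded with Fluo-8 calcium dye for 40 to 90 min at room temperature. After a 10 s baseline, compound was added and calcium influx was read kinetically for 3 min (ex 480/em 520 nm).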
An asterisk follows results filed as active; ? = inconclusive; . = not tested or not shown; [ ] = dose if it differs, or a comment. Unless noted, the call rests on the fitted dose curve; in most records, active means well fitted curve in the direction sought with a large enough effect; inconclusive means small, poorly fitted or top-dose-only effect, or another doubt; inactive means no such curve, though single readings can be large; an effect the other way counts as inactive or inconclusive.

SMILES	S-ASM inh	uPA generation	ELG1 genotox	p53 reactivation	USP2a inh	B2AR arrestin	BRCA1 expr act	PTAP TSG101 blk	Eya2 inh	a7 integrin act	TRPV1 agonist
COCCCN(Cc1ccco1)C(=O)Cn1ncc2c(=O)oc3ccc(C)cc3c21	0%	0%	-1%	0%	-2%	0.5%	-29%	-1%	9%	-18%	3
Cc1cccc(C)c1Nc1nnc(SCC(=O)c2ccc(Br)s2)s1	-10%	10%	-4%	9%	-3%	-3.0%	-25%	0%	-10%	19%	5
O=C(NCc1ccccc1Cl)c1ccc(CSc2nc3ccncc3[nH]2)cc1	-2%	0%	-9%	-3%	0%	0.3%	0%	-8%	-16%	5%	0
Cc1ccc(C(=O)NCc2ccco2)cc1S(=O)(=O)N1CCCC1	6%	-2%	-5%	-8%	-1%	-0.8%	-5%	-4%	1%	29%	-1
COc1ccc(CCn2ccc(O)c(Cc3ccc(Cl)cc3Cl)c2=O)cc1OC	-4%	-4%	-6%	7%	-2%	0.5%	0%	1%	-6%	-6%	-1
FC(F)(F)c1nnc2c(Sc3ccc(Cl)cc3)nc3ccccc3n12	0%	-7%	-1%	2%	-1%	2.8%	-98%[inhibitor]	0%	1%	-21%	-3
O=C(Cn1cnc2ccccc21)Nc1ccccc1-c1ccccc1	8%	-1%	0%	?	-1%	-0.2%	-17%	-4%	-8%	8%	-5
CC(=O)Nc1ccc(S(=O)(=O)NCC2CCC(C(=O)NCc3ccccc3)CC2)cc1 (centres undefined)	5%	3%	-10%	3%	4%	0.1%	-2%	-7%	1%	0%	-2
COC(=O)c1ccc(C(=O)OC)c(NC(=S)N2CCC(C)CC2)c1	106%[activator]	-4%	-2%	2%	5%	-1.9%	8%	-5%	-2%	17%	27
C/C(=N/NC(=O)c1ccccc1)C(=O)O	-3%	2%	?	13%	0%	0.3%	17%	1%	-6%	16%	?
CCC(C(=O)NCc1ccccc1OC)c1ccccc1 (centres undefined)	-1%	?	-2%	4%	2%	-0.2%	-13%	3%	-26%	?	?
COc1ccc2[nH]c3nc(SCc4nnc(-c5ccccc5)o4)nnc3c2c1	-5%	1%	1%	8%	0%	0.0%	-24%	0%	11%	-5%	3
CC(C(=O)N1CCc2ccccc21)N1CCN(Cc2ccccc2)CC1 (centres undefined)	-2%	9%	-3%	-2%	2%	-0.9%	-23%	-3%	4%	-33%	13
O=C(NCc1cc(C(F)(F)F)ccc1Cl)c1cccc2c1C(=O)c1ccc(-c3ccc(OC(F)(F)F)cc3)cc1S2(=O)=O	.	.	4%	-1%	2%	0.3%	.	.	-8%	.	.
COc1ccc(/C=C/C(=O)OCc2cc(=O)n3c(n2)sc2ccccc23)cc1	-3%	10%	4%	10%	2%	-1.1%	5%	5%	5%	-5%	-1
CCCCn1c(-c2csc3ccccc23)n[nH]c1=S	4%	0%	-3%	-4%	1%	-0.4%	0%	-4%	14%	3%	2
COc1ccc(CCNC(=O)C(C)c2ccc([N+](=O)[O-])cc2)cc1 (centres undefined)	-1%	3%	-5%	-3%	2%	0.1%	-5%	1%	-3%	21%	?
Cc1ccc(NC(=O)CN(C)CC(=O)Nc2cccc(F)c2)cc1S(=O)(=O)N1CCCCCC1	-24%	7%	-15%	-3%	-6%	0.0%	-65%	0%	-4%	-47%[inhibitor]	6
CCOC(=O)N1N=C(c2ccc(C)cc2)CC1(O)C(F)(F)F (centres undefined)	4%	?	?	15%	-1%	-0.2%	?	-8%	-12%	-2%	-9
COc1cccc(OCCc2c(C)n[nH]c2C)c1	-2%	-4%	-5%	2%	0%	0.0%	-58%	-8%	-17%	-16%	-4
Cc1ccc(-n2ncc3c2CCCC3NC(=O)c2csnn2)cc1C (centres undefined)	0%	6%	-2%	5%	-6%	-1.6%	18%	-4%	-1%	-24%	?
O=C(NNC1=NS(=O)(=O)c2ccccc21)c1ccc(Cl)cc1	-3%	3.5µM*	-6%	-2%	4%	0.1%	41%	-4%	5%	-5%	1
Cc1ccc(Nc2nc(Cl)nc(NC(C)(C)C)n2)cc1	-4%	-13%	?	.	-5%	-0.2%	?	0%	-6%	0%	?
O=C(Nc1ccc(Cl)cc1)Nc1nnc(-c2ccncc2)s1	41%[activator]	37%[activator]	-11%	3%	0%	0.1%	-66%	-1%	3%	-8%	1
COc1ccccc1CNCc1cc(=O)oc2c(C)c(C)ccc12	-3%	-11%	-5%	-3%	-1%	0.0%	-48%	-10%	-17%	0%	16
The list continues.
SMILES	S-ASM inh	uPA generation	ELG1 genotox	p53 reactivation	USP2a inh	B2AR arrestin	BRCA1 expr act	PTAP TSG101 blk	Eya2 inh	a7 integrin act	TRPV1 agonist
CCn1c(SCC(=O)Nc2ccc(C(=O)OC)cc2)nnc1-c1cccs1	-1%	2%	-2%	?	0%	-0.4%	0%	-5%	-21%	3%	-10
CN(CC(=O)O/N=C(\N)c1ccc([N+](=O)[O-])cc1)S(=O)(=O)c1ccccc1	-2%	.	-2%	7%	3%	-0.9%	-42%	-8%	3%	-1%[7.66 µM]	-4
COc1cc(CNC(=O)c2cc(C(=O)NCc3cc(OC)cc(OC)c3)n(C)n2)cc(OC)c1	-6%	1%	1%	-6%	0%	-1.8%	-7%	0%	-17%	10%	1
Cn1c(N=Cc2ccc([N+](=O)[O-])cc2)c(N)c(=O)n(C)c1=O	3%	-3%	.	.	.	.	-19%	-5%	.	-10%	.
CCN1CCCC1CNC(=O)C(=O)NC1CC1 (centres undefined)	-3%	2%	-2%	2%	8%	-0.5%	-4%	-1%	22%	2%	0
COc1ccccc1NC(=O)CCC(=O)N1CC(C)Oc2ccc(C)cc21 (centres undefined)	4%	12%	-7%	6%	0%	-0.1%	-19%	3%	14%	19%	17
O=S(=O)(NCC(c1ccco1)N1CCCCC1)c1ccccc1C(F)(F)F (centres undefined)	8%	-26%	0%	10%	-7%	0.5%	-18%	-10%	18%	-31%	15
Cc1c(NC(=O)COc2cccc(F)c2)c(=O)n(-c2ccccc2)n1C	3%	8%	2%	2%	3%	-0.7%	-1%	-2%	-17%	10%	1
CCCC1(C(=O)OC)NC(c2ccc(OC)c(OC)c2)C2C(=O)N(c3ccc4c(c3)OCO4)C(=O)C21 (centres undefined)	0%	6%	2%	-3%	2%	-0.2%	9%	-1%	5%	-5%	2
Cc1cc(C)n(C2CC(=O)N(c3ccc(Cl)c(Cl)c3)C2=O)n1 (centres undefined)	-2%	-1%	0%	0%	3%	-0.9%	3%	0%	31%	19%	.
CN(c1ccc(C(=O)NCCSC(C)(C)C)cc1)S(C)(=O)=O	3%	2%	10µM*	?	2%	-0.3%	?	1%	-38%	16%	4
COC(=O)c1cccc(NS(C)(=O)=O)c1	-1%	7%	-3%	-7%	-1%	0.2%	-3%	-2%	-1%	-4%	-7
Cc1ccc(C(=O)N(Nc2nc3ccccc3s2)C(=O)c2ccc(C)cc2)cc1	6%	10%	8%	3%	-1%	-2.0%	0%	0%	-3%	5%	19
O=C1CC(N2CCN(c3ccccn3)CC2)C(=O)N1c1ccc(F)cc1 (centres undefined)	-1%	-2%	4%	-1%	0%	-0.1%	0%	-5%	5%	5%	-8
CC12CCC(C(=O)Nc3cc(Cl)ccc3Cl)(C/C1=N\O)C2(C)C (centres undefined)	-3%	.	-6%	3%	1%	0.2%	-1%	-1%	8%	-11%	25
O=C(CS(=O)(=O)c1ccccc1)Nc1ccc(N2CCOCC2)cc1	0%	6%	1%	3%	-1%	-0.2%	-6%	1%	0%	-8%	0
CCn1c(SCC(=O)Nc2cccc(NC(=O)c3cccs3)c2)nnc1-c1ccncc1	-3%	0%	1%	-7%	4%	-0.9%	8%	-4%	6%	-9%	-2
CC(C)(C)Nc1nc(Oc2ccc(=O)n(-c3ccccc3)n2)nc(N2CCOCC2)n1	0%	-14%	2%	-8%	1%	0.0%	-39%	-5%	7%	15%	?
CC(C)OCCCNC(=O)CCCC(=O)Nc1ccc(OCCc2ccccc2)cc1	-3%	0%	-1%	-7%	-3%	-1.0%	-3%	4%	-9%	-9%	0
Cc1nn(-c2cccc(Cl)c2)c(Cl)c1/C=N/NC(=O)c1cccnc1	-3%	-16%	0%	11%	0%	-0.4%	-1%	-1%	-21%	-36%	?

Part of the list above, reduced to B2AR arrestin and USP2a inh.
Structure	B2AR arrestin	USP2a inh
CCN1CCCC1CNC(=O)C(=O)NC1CC1 (centres undefined)	-0.5%	8%
COc1ccccc1NC(=O)CCC(=O)N1CC(C)Oc2ccc(C)cc21 (centres undefined)	-0.1%	0%
